# Source: PubChem BioAssay (National Center for Advancing Translational Sciences (NCATS))
# PI4K2A block: PI4K2A (human) kinase inhibition. activity change, negative = inhibition, % at 76.9 µM. purified PI4K2A, ADP-Glo luminescence, 1 h; active compounds read low. Q9BTU6. 420,000 compounds, 0.13% hits. AID 1346378; in the data active means activity change below about -50%; inconclusive means mostly about -30% to -49%;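 further: -100% = wells without enzyme as full effect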
#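 PI4K2A activity was measured by ADP-Glo luminescence: enzyme (4 ug/mL stock) and phosphatidylinositol (1.2 mM stock) in Tris pH 7.5/MgCl2/EGTA/Triton X-100 buffer were reacted with ATP (300 microM stock) for one hour at ambient temperature.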
# JMJD2A Tudor inh: blocks the human JMJD2A Tudor domain; Potency, µM (titrated, usually from 114 µM), without a hit: at the top dose activity change, negative = inhibition, actives largely listed as inhibitors; O75164; AlphaScreen JMJD2A-Tudor / H3K4me3 peptide binding; 390,000 compounds, 4.4% hits; further: potency means the concentration at half of the fitted maximal effect; on the % scale 0 is the no-effect control and ±100 the full control effect; nearly all actives have a fitted effect of over 50% in size
# BAZ2B inh: BAZ2B (human) inhibition | Q9UIF8 | AlphaScreen BAZ2B-H3K14Ac peptide displacement | AID 504333 | 360,000 compounds, 4.4% hits | Potency, µM (highest dose often 114 µM), without a hit: at the top dose activity change, negative = inhibition, hits mostly inhibitors; further: potency means the concentration at half of the fitted maximal effect; on the % scale 0 is the no-effect control and ±100 the full control effect; nearly all actives have a fitted effect of over 60% in size
# Target sequence (Q9UIF8 whole entry, looked up): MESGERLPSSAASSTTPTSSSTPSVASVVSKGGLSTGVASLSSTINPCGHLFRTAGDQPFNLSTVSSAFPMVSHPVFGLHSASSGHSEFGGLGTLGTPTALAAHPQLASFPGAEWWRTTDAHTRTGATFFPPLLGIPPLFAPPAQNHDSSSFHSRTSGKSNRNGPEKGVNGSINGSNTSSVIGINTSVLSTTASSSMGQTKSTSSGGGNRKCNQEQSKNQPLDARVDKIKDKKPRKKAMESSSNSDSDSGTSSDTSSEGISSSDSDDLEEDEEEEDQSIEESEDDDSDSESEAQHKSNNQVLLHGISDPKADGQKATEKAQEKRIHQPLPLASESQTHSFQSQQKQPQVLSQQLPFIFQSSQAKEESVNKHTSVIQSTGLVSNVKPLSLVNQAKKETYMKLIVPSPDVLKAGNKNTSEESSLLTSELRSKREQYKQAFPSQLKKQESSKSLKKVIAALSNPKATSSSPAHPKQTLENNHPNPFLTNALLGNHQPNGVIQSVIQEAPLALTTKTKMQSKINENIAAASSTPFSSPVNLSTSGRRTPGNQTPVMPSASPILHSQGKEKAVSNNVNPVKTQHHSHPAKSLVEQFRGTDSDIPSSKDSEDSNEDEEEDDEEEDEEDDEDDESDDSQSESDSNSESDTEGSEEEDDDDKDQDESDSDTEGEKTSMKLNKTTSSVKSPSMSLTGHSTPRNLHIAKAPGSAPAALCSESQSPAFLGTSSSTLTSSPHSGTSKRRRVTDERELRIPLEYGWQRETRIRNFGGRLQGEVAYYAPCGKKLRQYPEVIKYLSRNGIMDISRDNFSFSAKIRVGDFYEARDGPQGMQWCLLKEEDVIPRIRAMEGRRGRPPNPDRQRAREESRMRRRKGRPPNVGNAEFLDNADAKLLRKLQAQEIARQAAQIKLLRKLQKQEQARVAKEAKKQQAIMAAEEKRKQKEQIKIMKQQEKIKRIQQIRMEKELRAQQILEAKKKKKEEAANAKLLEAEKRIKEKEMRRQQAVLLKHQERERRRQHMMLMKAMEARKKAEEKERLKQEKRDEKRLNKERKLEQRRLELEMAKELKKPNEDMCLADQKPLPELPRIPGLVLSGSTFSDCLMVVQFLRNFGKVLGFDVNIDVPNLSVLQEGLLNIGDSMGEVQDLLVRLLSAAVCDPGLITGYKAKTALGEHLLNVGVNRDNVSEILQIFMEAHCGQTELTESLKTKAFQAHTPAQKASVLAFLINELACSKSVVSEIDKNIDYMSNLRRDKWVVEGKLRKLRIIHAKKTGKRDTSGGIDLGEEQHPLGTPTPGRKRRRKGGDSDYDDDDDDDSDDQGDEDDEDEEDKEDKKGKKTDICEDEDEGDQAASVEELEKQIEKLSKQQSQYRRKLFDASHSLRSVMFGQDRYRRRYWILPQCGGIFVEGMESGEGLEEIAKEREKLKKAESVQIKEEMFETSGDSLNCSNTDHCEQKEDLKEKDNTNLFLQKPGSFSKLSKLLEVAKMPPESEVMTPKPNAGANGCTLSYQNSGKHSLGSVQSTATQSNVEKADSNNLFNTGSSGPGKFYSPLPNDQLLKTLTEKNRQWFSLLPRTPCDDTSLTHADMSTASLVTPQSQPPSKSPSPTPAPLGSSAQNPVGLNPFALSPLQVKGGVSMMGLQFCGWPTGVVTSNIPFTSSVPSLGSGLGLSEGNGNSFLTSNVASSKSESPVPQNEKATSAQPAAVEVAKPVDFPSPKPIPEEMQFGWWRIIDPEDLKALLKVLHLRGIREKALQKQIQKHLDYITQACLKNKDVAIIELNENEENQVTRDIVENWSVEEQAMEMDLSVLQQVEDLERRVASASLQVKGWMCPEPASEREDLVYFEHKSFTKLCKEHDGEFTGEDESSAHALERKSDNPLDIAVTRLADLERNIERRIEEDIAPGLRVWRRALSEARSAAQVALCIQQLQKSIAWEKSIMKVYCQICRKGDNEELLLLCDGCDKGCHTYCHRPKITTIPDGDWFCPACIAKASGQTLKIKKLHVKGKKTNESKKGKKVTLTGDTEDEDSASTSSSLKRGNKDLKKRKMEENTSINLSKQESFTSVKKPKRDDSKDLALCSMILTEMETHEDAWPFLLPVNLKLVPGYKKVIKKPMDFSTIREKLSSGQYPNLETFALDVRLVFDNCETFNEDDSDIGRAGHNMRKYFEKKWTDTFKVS
#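 Protein-peptide AlphaScreen: BAZ2B 50 nM, b-H3K14Ac 50 nM, 1x PBS pH 7.4 + 0.01% Tween-20. Preincubation 30 min RT; cpd 30 min RT (top 110 uM); beads 20 min RT, light-protected.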
# HP1b chromo inh: blocks HP1-beta chromodomain binding to methylated histone tails | P83916 | AlphaScreen HP1-beta / biotin-H3K9me3 peptide binding | Potency, µM (doses to about 114 µM), for the others: top-dose activity change, negative = inhibition, actives largely listed as inhibitors | 390,000 compounds, 0.56% hits | AID 540317; further: potency means the concentration at half of the fitted maximal effect; nearly all actives have a fitted effect of over 70% in size; inactives centre near 23
#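 AlphaScreen: HP1-beta (50 nM) preformed 30 min with biotin-H3(1-18)K9me3 peptide (50 nM) in PBS pH 7.4, 0.01% Tween-20. Compound added for 30 min at RT, then streptavidin donor/nickel chelate acceptor beads (10 ug/mL) for 30 min.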
# G9a inh: inhibitors of human histone lysine methyltransferase G9a; G9a H3K9 monomethylation, AlphaScreen, 2 h; 350,000 compounds, 8.8% hits; Potency, µM (doses to about 102 µM), for the others: top-dose activity, negative = inhibition, most hits filed as inhibitors; further: potency means the concentration at half of the fitted maximal effect; on the % scale 0 is the no-effect control and ±100 the full control effect; nearly all actives have a fitted effect of over 75% in size
#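 Enzyme 20 nM + cpd, 15 min RT; add b-H3K9 pep 500 nM / SAM 20 uM; 2 h RT; anti-H3K9me1 Ab 0.5 ug/mL + SA donor / anti-rabbit acceptor beads 20 ug/mL each, 10 min; AlphaScreen read.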
# RGS4 inhibitor: blocks human RGS4-accelerated GTP hydrolysis; 390,000 compounds, 0.039% hits; Potency, µM (highest dose often 114 µM), inactives show at the highest dose activity change, negative = inhibition, actives largely listed as inhibitors; P49798; Transcreener GDP fluorescence polarization, RGS4-accelerated GTP hydrolysis; further: potency means the concentration at half of the fitted maximal effect; on the % scale 0 is the no-effect control and ±100 the full control effect; nearly all actives have a fitted effect of over 75% in size; some results filed as inactive show a strong effect at the top dose
#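 MLSMR compounds (23 nl, pin-transferred) preincubated 10 min at room temperature with a 500nM (2x) first reagent, then RGS4 at 900nM (2x) plus Transcreener GDP mix added; fluorescence polarization (620/688 nm) read before and after 90 min at 30 °C.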
# GLS inh: blocks human kidney-isoform glutaminase activity. O94925. GLS enzymatic activity, qHTS titration. Potency, µM (highest dose often 45.5 µM), without a hit: at the highest dose activity change, negative = inhibition, hits mostly inhibitors. 410,000 compounds, 0.21% hits; further: potency means the concentration at half of the fitted maximal effect; on the % scale 0 is the no-effect control and ±100 the full control effect
#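 Compounds were pin-transferred onto hKGA, after which L-glutamine (1 mM solution) and a detection mix of glutamate oxidase, HRP and Amplex Red were added. Initial and 30 min RT fluorescence reads were collected.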
# ERG-DNA inh: ERG Ets/DNA interaction inhibition; AID 624246; Potency, µM (titrated, usually from 76.9 µM), for inactives: at the top dose FP activity, negative = inhibition, most hits filed as inhibitors; fluorescence polarization, His-ERG Ets domain / labelled DNA; 370,000 compounds, 0.028% hits; P11308; active means well fitted inhibition curve with a large enough effect in the polarisation, with a control signal flat; inconclusive means small, poorly fitted or top-dose-only effect, or effect the other way, or a change in a side signal; inactive means no such curve, though single readings can be large or run the other way; the % refers to the polarisation;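 further: polarization taken with two DNA probes labelled with fluorescein and Texas red; potency means the concentration at half of the fitted maximal effect; % of control where 0% means no effect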
#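 His-tagged ERG Ets domain (1 uM in the protein solution; 300mM KCl, 50mM Tris-HCl, 1mM EDTA, 1mM DTT, pH 7.5) received compound, then a probe mix of 5 nM fluorescein-DNA and 100nM Texas-615-DNA. Fluorescence polarization was read for both dyes.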
# ALOX12 inh: blocks human arachidonate 12S-lipoxygenase. P18054. purified 12hLO, xylenol orange hydroperoxide absorbance. Potency, µM (doses to about 108 µM), for inactives: top-dose activity change, negative = inhibition, most hits filed as inhibitors. 580,000 compounds, 1.1% hits. AID 1671190; further: potency means the concentration at half of the fitted maximal effect; on the % scale 0 is the no-effect control and ±100 the full control effect
#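 Purified human 12hLO at 150 nM in 25 mM Hepes, 0.01% Triton X-100, pH 7.0, preincubated 15 min at room temperature with compound. Reaction started with 40 uM arachidonic acid, 30 min at room temperature. Hydroperoxide measured by Fe-xylenol orange, 573/405 nm absorbance ratio.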
# * hit, by the source's call; ? = inconclusive; nt = no result given; & = joins results of further samples; [ ] = another dose, or the depositor's remark. Unless noted, the call rests on the fitted dose curve; in most records, active means well fitted curve in the direction sought with a large enough effect; inconclusive means small, poorly fitted or top-dose-only effect, or another doubt; inactive means no such curve, though single readings can be large; an effect the other way counts as inactive or inconclusive. This is a subset. The share of hits here may be higher or lower than overall.
# Values run as follows: PI4K2A block, JMJD2A Tudor inh, BAZ2B inh, HP1b chromo inh, G9a inh, RGS4 inhibitor, GLS inh, ERG-DNA inh, ALOX12 inh
- CCOC(=O)N1CCC(N2CCCC(C(=O)c3cc(F)ccc3OC)C2)CC1 (stereo unspecified)
    3, -9%, 0%, 35%, nt, 2%, 9%, 3%, ?
- O=C(NC1CC1)C1CCN(c2ncnc3c2sc2cccc(F)c23)CC1
    5, -6%, 5%, 42%[activator], 18%, 3%, -10%, -1%, 2%
- CCOCCCNC(=O)C(c1ccc(Cl)cc1)N(Cc1ccc2c(c1)OCO2)C(=O)c1ccc(NC(C)=O)cc1 (stereo unspecified)
    -2, -7%, -12%, 37%, -12%[59 µM], 7%, -4%, 2%, 6%
- COC(=O)c1c(NC(=O)CN2C(=O)NC3(CCCCC3C)C2=O)sc2c1CCC2 (stereo unspecified)
    0, -24%, -28%, -4%, -4%[12.7 µM], -15%, 6%, 1%, 0%
- O=P(COCCOCP(=O)(c1ccccc1)c1ccccc1)(c1ccccc1)c1ccccc1
    4, -4%, 8%, 0%, 1%, 16%, 0%, 2%, -21%
- O=C(CSCc1c(Cl)cccc1Cl)NCc1ccco1
    3, ?, -36%, 26%, ?, 1%, -5%, 0%, 0%
- O=C(CNC(=O)c1ccccc1O)N/N=C/c1ccccn1
    -4, -9%, 10%, 38%, 22%, -11%, -4%, -4%, 13%
- CCOc1cc(N2CCOCC2)c(OCC)cc1NC(=O)c1[nH]c(C)c(C(C)=O)c1C
    1, -5%, -31%, 33%, ?, -24%, 1%, -5%, -1%
- CCOC(=O)c1cnc(N)nc1C(F)(F)F
    -3, -3%, 2%, 16%, ?, -14%, 0%, -5%, -16%
- CC(C)(C)C(=O)NN=C1CCC(c2ccccc2)CC1 (stereo unspecified)
    -3, 9%, -17%, 75%[activator], -15%, -17%, 0%, -2%, 178%[activator]
- O=C(CCc1nnc(COc2ccccc2)o1)NCc1ccccc1C(F)(F)F
    5, -12%, -22%, 37%, -2%[12.7 µM], -12%, -1%, -1%, -6%
- COc1ccccc1N(CC(=O)NCCSCc1ccccc1Cl)S(C)(=O)=O
    8&-3, -16%&-11%, -20%&-11%, 23%&8%, 4%, -7%&4%, -9%&-2%, 2%&2%, ?
- CCOc1ccccc1NC(=O)C(=O)N/N=C/c1cc(Br)ccc1O
    2, ?, 8.9µM*, 23%, 14%, -4%, -7%, -4%, -8%
- O=C(Cn1nnc(-c2ccc(Cl)cc2)n1)NC1CCN(Cc2ccccc2)CC1
    -2, -10%, -23%, 27%, -17%[59 µM], -8%, 2%, -6%, ?
- CC(=O)N1CCc2cc(S(=O)(=O)NC(Cc3ccccc3)C(=O)NCc3ccccc3)ccc21 (stereo unspecified)
    0, -1%, nt, 49%[activator], -3%[59 µM], 13%, -8%, -1%, -17%
- COC(=O)c1c(-n2cnnn2)sc(C)c1C
    5, -4%, -23%, 14%, -22%[59 µM], 12%, -10%, -6%, 23%
- Cc1c(-n2cc(C(=O)c3cc(F)ccc3O)cc(C#N)c2=O)c(=O)n(-c2ccccc2)n1C
    -20, -13%, ?, 17%, 30%[59 µM], 1%, 0%, 9%, ?
- O=C(O)C1CCCCC1C(=O)NCCCn1ccnc1 (stereo unspecified)
    2, -34%, 79µM*, 8%, ?, -13%, 0%, -8%, ?
- Cc1cccc(C2c3[nH]c4ccccc4c3CCN2C(=O)c2noc3c2CCCC3)n1 (stereo unspecified)
    -1, ?, ?, -10%, ?, -13%, 5%, 14%, -12%
- O=C(NCCOc1ccc(Cl)cc1)C(=O)NCC1CCCO1 (stereo unspecified)
    -1, 8%, -12%, 17%, nt, -16%, -6%, 6%, -6%
- COC(=O)C1=C(N)Oc2cc(C)n(CCCn3ccnc3)c(=O)c2C1c1cccc(Cl)c1 (stereo unspecified)
    5, ?, -35%, 6%, -14%[12.7 µM], 29%, 38%[activator], -9%, 17%
- CCC(Sc1nc(-c2ccccc2)c(C#N)c(=O)[nH]1)C(=O)Nc1nnc(C)s1 (stereo unspecified)
    -2, -11%, -21%, 13%, ?, 34%, 50%[activator], -4%, ?
- O=C(c1ccco1)N(Cc1ccccc1)c1cccc([N+](=O)[O-])c1
    -1, -22%, -31%, 12%, -48%, 8%, 0%, 6%, -13%
- Cc1c(NC(=O)CSc2n[nH]c(-c3ccccc3)n2)c(=O)n(-c2ccccc2)n1C
    1, -7%, 3%, 10%, 1%[59 µM], 9%, -7%, -6%, -7%
- COc1ccc(NC(=O)C2CC(c3c(F)cccc3Cl)=NO2)cc1 (stereo unspecified)
    2, -11%, -4%, 24%, 8%, -6%, -3%, 3%, 0%
- CCOC(=O)C1=C(C)Nc2ccccc2N/C1=N\S(=O)(=O)c1ccc(Cl)cc1
    5, -22%, -17%, 8%, 12%[12.7 µM], -5%, 1%, 11%, 12%
- O=C(C[n+]1cc(-c2ccc(Cl)cc2)n2c1CCCCC2)c1ccccc1
    -6, -19%, -4%, 46%[activator], 11%[12.7 µM], -15%, 5%, 5%, 0%
- O=C(NCC12CC3CC(CC(C3)C1)C2)c1nn2cccnc2c1Cl
    -3, -3%, -4%, 23%, 7%[2.33 µM], 0%, 0%, 0%, -16%
- O=C(COc1ccccc1)Nc1ccc(N2CCCCC2)cc1
    -6, ?, -5%, 1%, ?, -5%, 21%, 8%, -10%
- COC(=O)c1cn(NC(=O)/C=C/c2cc(OC)ccc2OC)c(=O)c2ccccc12
    -1, -9%, 3%, 34%, 1%, -10%, -4%, nt, 4%
- CCCCN(C(=O)CSc1nnnn1C)c1c(N)n(Cc2ccccc2)c(=O)[nH]c1=O
    2, -5%, -17%, 6%, 13%, 33%, -1%, 8%, 7%
- Cc1cccc(OCC(=O)Nc2ccc(N3CCN(S(C)(=O)=O)CC3)cc2)c1
    1, 3%, -8%, 17%, -2%, -8%, 9%, -20%, -6%
- Cc1ccc(S(=O)(=O)Nc2cc3c(cc2C)n(C)c(=O)c(=O)n3C)c(C)c1
    2, -3%, -16%, -2%, 8%[59 µM], 4%, 4%, 10%, -10%
- CCOC(=O)C1CCN(C(=O)C2(NC(=O)Nc3ccccc3C)CCCCC2)CC1
    4, -7%, 4%, 34%, 15%, -26%, 1%, 4%, ?
- COc1ccc(NC(=O)CN(C)C(=O)c2cn(-c3ccccc3)nc2-c2ccc(OC)cc2)cc1
    3, -25%, -1%, 17%, -7%[12.7 µM], 9%, 1%, -3%, 276%[activator]
- CCOc1ccc(C(CC(=O)O)NC(=O)COc2ccc3ccccc3c2)cc1OC (stereo unspecified)
    -16, -2%, -3%, 28%, 8%[0.501 µM], -22%, -4%, -11%, -13%
- CCN(CC)S(=O)(=O)c1ccc(Cl)c(NC(=O)COC(=O)c2c(C)noc2C)c1
    2, -16%, 11%, 11%, 5%, 29%, 16%, -4%, -16%
- CC(C)(C)NS(=O)(=O)c1ccc(NS(=O)(=O)c2ccc(F)cc2)cc1
    -19, -15%, -22%, 15%, -7%, 4%, 5%, -7%, 0%
- Cc1ccc2c(CN3CCN(Cc4ccccc4)CC3)cc(=O)oc2c1C
    -3, -27%, -21%, 11%, -13%, -7%, -4%, 3%, 202%&-5%
- CC(C)C(NC(=O)c1ccccc1)C(=O)NC1=NCCS1 (stereo unspecified)
    -1, -16%, 11%, 29%, -7%[59 µM], -25%, -5%, nt, -8%
- CCOc1ccc(C(=O)N2CCC(c3nc(-c4ccc(S(=O)(=O)N5CCCC5)cc4)no3)CC2)cc1
    -3, -16%, -15%, 19%, 7%[59 µM], 11%, 4%, -2%, -21%
- O=C(N/N=C/c1cccc([N+](=O)[O-])c1)c1cc(-c2ccc3c(c2)OCO3)n[nH]1
    -4, ?, ?, 123%[activator], nt, ?, -3%, 4%, 0%
- NC(=O)C1(Nc2ccc(Br)cc2)CCCC1
    7, -3%, nt, 1%, nt, 7%, -4%, -6%, -28%
- CCCc1cc(=O)[nH]c(SCC(=O)NC2CCCCC2)n1
    0, -14%, 11%, 28%, 6%[59 µM], -12%, 0%, nt, 13%

# A draw from above in order of molecular weight, high to low:
# Values run as follows: PI4K2A block, JMJD2A Tudor inh, BAZ2B inh, HP1b chromo inh, G9a inh, RGS4 inhibitor, GLS inh, ERG-DNA inh, ALOX12 inh
- CCOc1ccc(C(CC(=O)O)NC(=O)COc2ccc3ccccc3c2)cc1OC (stereo unspecified)
    -16, -2%, -3%, 28%, 8%[0.501 µM], -22%, -4%, -11%, -13%
- CCOC(=O)C1CCN(C(=O)C2(NC(=O)Nc3ccccc3C)CCCCC2)CC1
    4, -7%, 4%, 34%, 15%, -26%, 1%, 4%, ?
- CC(C)(C)NS(=O)(=O)c1ccc(NS(=O)(=O)c2ccc(F)cc2)cc1
    -19, -15%, -22%, 15%, -7%, 4%, 5%, -7%, 0%
- O=C(c1ccco1)N(Cc1ccccc1)c1cccc([N+](=O)[O-])c1
    -1, -22%, -31%, 12%, -48%, 8%, 0%, 6%, -13%
- COC(=O)c1c(-n2cnnn2)sc(C)c1C
    5, -4%, -23%, 14%, -22%[59 µM], 12%, -10%, -6%, 23%
